# Screens (PubChem BioAssay)
# eLon inh: inhibitors of E. coli Lon protease, primary screen, biochemical, fluorescence polarization | inhibition, % at 7.94 µM | 360,000 tested, 0.42% active | purified E. coli Lon protease | AID 602123, 2011; in the data active = inhibition above about 13%, passing the limit was not always enough;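 also: 0% = enzyme with probe and DMSO and 100% = no enzyme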
# Rpn11 block: Rpn11 (PSMD14) deubiquitinase inhibitors, primary screen, biochemical, fluorescence polarization, uHTS; 26S proteasome non-ATPase regulatory subunit 14 (Homo sapiens), O00487; calls only at 20 µM; human 26S proteasome, Ub4-pepOG fluorescence polarization; 20S core pre-blocked with epoxomicin; 360,000 tested, 0.59% active; AID 588493, 2011;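 active = inhibition at 20 µM, scaled to each plate's controls, above about 33%, limit read from the data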
# PABP1 MLLE inh: inhibitors of PABP1 MLLE–PAM2 peptide binding, primary screen, biochemical, fluorescence polarization, FITC-PAM2, GST-MLLE. inhibition, % at 20 µM. AID 588489, 2011. Polyadenylate-binding protein 1 (Homo sapiens), P11940. 360,000 tested, 0.36% active; in the data active = inhibition above about 35%, passing the limit was not always enough;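 also: plate controls were DMSO wells with GST-MLLE for no effect and wells lacking GST-MLLE protein for full effect; some results filed as inactive read as strong as hits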
# CSN deneddyl inh: inhibitors of CSN-mediated cullin deneddylation, primary screen, biochemical, fluorescence polarization, uHTS; COP9 signalosome complex subunit 5 (Homo sapiens), Q92905; Purified CSN, SCF-Nedd8-OG deneddylation; inhibition, % at 12.5 µM; 360,000 tested, 0.38% active; AID 651999, 2013;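 active = pattern-corrected inhibition above about 35%, with an unprinted fluorescence ratio check between 0.5 and 1.5, limit read from the data, passing the limit was not always enough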;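 also: 0% = enzyme with substrate and 100% = substrate without enzyme; some results filed as inactive read as strong as hits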
#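 Detection – fluorescence polarization · System – HEK293T-derived human Csn5 enzyme · Controls – substrate-only high control, full reaction low control · Timing – 90 min, room temperature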
# Rin1-Abl PPI inh: inhibitors of Rin1-Abl protein binding, primary screen, biochemical, TR-FRET; Tyrosine-protein kinase ABL1 (Homo sapiens) + Ras and Rab interactor 1 (Homo sapiens), …; AID 588664, 2011; inhibition, % at 7.35 µM; 360,000 tested, 0.4% active; in the data active = inhibition above about 5%, passing the limit was not always enough
# MsrA inh: bovine MsrA enzyme inhibitors, primary screen, biochemical, absorbance, HTS; inhibition, % at 15.5 µM; purified bovine MsrA, absorbance read-out; Methionine sulfoxide reductase A (Bos taurus); 360,000 tested, 0.75% active; in the data active = inhibition above about 4.5%;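 also: 0% = vehicle wells with enzyme and 100% = reference inhibitor wells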
# FAS-TE inh: FAS thioesterase domain inhibitors, primary screen, biochemical, fluorescence intensity, uHTS; 360,000 tested, 0.67% active; recombinant FAS-TE, OMFH fluorogenic substrate, fluorescence endpoint; Fatty acid synthase (Homo sapiens), P49327; inhibition, % at 15 µM;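 active = compounds whose normalised, plate-corrected inhibition of enzyme fluorescence in the single-dose primary screen is 50% or more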;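 also: 0% = DMSO with enzyme and 100% = substrate without enzyme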
# Target sequence (P49327 whole entry, looked up, the tested form may be a part): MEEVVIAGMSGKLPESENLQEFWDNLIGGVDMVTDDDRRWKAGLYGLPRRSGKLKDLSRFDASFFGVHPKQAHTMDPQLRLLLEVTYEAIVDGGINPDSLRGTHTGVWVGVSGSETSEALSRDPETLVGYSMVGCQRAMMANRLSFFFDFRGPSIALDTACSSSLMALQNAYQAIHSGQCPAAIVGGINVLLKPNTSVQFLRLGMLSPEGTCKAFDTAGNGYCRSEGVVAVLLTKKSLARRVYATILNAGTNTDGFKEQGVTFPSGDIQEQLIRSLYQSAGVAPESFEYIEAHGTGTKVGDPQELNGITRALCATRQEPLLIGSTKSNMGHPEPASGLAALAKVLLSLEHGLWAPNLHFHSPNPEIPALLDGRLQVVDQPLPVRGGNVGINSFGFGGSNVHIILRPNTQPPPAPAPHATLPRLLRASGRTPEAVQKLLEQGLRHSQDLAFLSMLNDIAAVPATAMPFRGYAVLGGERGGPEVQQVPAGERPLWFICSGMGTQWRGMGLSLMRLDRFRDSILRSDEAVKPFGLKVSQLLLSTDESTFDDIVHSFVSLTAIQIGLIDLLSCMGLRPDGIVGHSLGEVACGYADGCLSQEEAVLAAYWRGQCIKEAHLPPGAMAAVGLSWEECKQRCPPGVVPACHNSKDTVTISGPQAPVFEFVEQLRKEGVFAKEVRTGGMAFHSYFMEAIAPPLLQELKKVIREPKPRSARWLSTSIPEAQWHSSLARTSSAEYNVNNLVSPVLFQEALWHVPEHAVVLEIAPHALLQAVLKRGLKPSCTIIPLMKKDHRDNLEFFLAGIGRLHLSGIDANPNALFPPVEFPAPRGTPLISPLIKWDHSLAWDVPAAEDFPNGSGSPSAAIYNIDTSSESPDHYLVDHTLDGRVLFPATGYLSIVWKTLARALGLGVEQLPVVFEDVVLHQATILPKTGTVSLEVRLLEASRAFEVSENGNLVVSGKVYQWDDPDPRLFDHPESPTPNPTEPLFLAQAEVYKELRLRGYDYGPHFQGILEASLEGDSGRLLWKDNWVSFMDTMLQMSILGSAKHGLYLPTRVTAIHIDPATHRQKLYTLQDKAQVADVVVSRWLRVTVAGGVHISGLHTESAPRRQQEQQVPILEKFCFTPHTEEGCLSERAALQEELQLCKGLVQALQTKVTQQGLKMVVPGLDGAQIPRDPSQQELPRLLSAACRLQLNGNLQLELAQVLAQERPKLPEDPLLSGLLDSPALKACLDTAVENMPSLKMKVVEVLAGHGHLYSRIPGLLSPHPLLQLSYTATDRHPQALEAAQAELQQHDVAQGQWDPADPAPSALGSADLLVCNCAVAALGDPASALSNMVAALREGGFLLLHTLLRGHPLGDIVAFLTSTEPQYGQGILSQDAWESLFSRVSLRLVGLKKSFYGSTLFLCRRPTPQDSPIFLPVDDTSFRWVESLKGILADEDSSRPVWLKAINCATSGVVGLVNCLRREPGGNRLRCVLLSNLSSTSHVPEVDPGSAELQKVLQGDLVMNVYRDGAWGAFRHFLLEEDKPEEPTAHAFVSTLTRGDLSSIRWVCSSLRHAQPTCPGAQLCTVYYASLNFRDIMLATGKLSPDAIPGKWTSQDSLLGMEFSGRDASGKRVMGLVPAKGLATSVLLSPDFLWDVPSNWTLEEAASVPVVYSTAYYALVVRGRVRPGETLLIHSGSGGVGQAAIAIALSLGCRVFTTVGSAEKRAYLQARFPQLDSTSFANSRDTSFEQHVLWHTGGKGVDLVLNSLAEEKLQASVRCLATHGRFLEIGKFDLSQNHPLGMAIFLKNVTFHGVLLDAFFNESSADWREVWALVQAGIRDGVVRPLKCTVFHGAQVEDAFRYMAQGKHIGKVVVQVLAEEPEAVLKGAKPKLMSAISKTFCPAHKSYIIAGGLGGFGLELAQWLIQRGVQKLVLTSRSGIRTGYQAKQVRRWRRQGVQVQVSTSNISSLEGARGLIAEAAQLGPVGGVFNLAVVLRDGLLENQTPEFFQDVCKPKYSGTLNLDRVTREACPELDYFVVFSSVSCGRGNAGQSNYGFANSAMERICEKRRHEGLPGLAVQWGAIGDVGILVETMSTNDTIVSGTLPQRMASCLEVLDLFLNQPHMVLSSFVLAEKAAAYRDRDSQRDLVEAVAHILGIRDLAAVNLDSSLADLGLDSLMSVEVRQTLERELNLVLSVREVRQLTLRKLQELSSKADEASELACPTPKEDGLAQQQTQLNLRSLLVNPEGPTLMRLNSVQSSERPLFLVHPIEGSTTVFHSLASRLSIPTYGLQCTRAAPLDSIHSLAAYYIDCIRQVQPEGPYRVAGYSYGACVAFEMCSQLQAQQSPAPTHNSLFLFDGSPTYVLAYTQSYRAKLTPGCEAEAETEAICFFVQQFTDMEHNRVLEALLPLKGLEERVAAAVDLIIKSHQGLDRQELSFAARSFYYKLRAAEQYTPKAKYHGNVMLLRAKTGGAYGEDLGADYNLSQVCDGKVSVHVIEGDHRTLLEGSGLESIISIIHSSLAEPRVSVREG
# MT1-MMP act inh: blockers of MT1-MMP proenzyme processing, primary screen, HT1080 RFP-PRO-GFP cells, GFP/RFP fluorescence; 360,000 tested, 0.061% active; GFP/RFP ratio fluorescence, overnight; percent of plate control window, DMSO zero; GFP/RFP ratio change, % at 20 µM;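 active = GFP/RFP ratio change of at least 30% with cell ATP level not reduced by more than half and red fluorescence within 50% of control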; also: strong numbers were not always called active
#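 Read-out: GFP/RFP fluorescence ratio; Test system: RFP-PRO-GFP reporter HT1080 cells; Compound dosing: single-point 20 µM compound, 1% DMSO; Times: overnight compound exposure at 37 °C.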
# bovine MsrA act: bovine MsrA enzyme activators, primary screen, biochemical, absorbance, HTS. purified bovine MsrA, absorbance read-out. 360,000 tested, 0.3% active. activation, % at 10.6 µM; in the data active = activation above about 7.5%;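 also: 0% = vehicle and 100% = reference activator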
# Starred values were filed as active, the others as inactive; i = inactive; . = not tested or not shown.
entry	Compound	eLon inh	Rpn11 block	PABP1 MLLE inh	CSN deneddyl inh	Rin1-Abl PPI inh
1	COc1ccc(CC(=O)c2c(O)cc(O)cc2O)cc1OC	-5	i	1	5	1
2	Cc1ccc(/C=C2/NC(=O)[C@H](C)NC2=O)cc1	-1	i	-1	0	1
3	COc1ccc(-c2nc(Cn3c(SCc4ccccc4F)nc4ccncc43)c(C)o2)cc1	-19	i	-16	14	0
4	c1ccc(-c2ccccc2OCCOCCN2CCCCC2)cc1	10	i	-4	6	1
5	CC1=CC(C)(C)n2c(O)c(N=N)c3c(C)ccc1c32	-1	i	14	4	0
6	Cc1ccccc1-c1noc(-c2cccs2)n1	-6	i	-4	-4	-1
7	NC(=O)c1sc2cc(C(F)(F)F)cnc2c1-c1ccccc1	-4	i	0	-11	3
8	Cc1[nH]c2ccccc2c1SCc1nnc(SCc2ccc(Cl)cc2)n1C	-8	i	-11	-3	3

entry	MsrA inh	FAS-TE inh	MT1-MMP act inh	bovine MsrA act
1	0.7	-7	-1	-5
2	-0.2	-2	-2	-4
3	0.8	-1	5	-5
4	-0.2	-8	0	-11
5	-0.7	27	-2	-4
6	0.6	22	-3	1
7	-0.3	-2	2	-8
8	-0.9	27	-8	-3

# Additional compounds follow.
entry	Compound	eLon inh	Rpn11 block	PABP1 MLLE inh	CSN deneddyl inh	Rin1-Abl PPI inh
9	COC(=O)c1cc2c(cc1N)OCCO2	-7	i	13	3	-1
10	S=c1[nH]nc(Cc2ccc(Cl)cc2)n1-c1ccc2c(c1)OCCO2	7	i	-14	0	0
11	CC(C)(C)OC(=O)N1CCN(C(=O)OCC2c3ccccc3-c3ccccc32)CC1C(=O)O (centres undefined)	7	i	-10	2	0
12	O=C(NCc1ccco1)c1scc2c1OCCO2	-9	i	17	1	-1
13	CCOC(=O)C1CCCN(CC(O)COCc2ccccc2OC)C1 (centres undefined)	9	i	3	2	1
14	CCOC(=O)c1nnc(-c2ccc(C)cc2)nc1Sc1ccccc1Cl	3	i	25	4	-3
15	Cn1c(O)c(N=NC(=O)CNC(=O)c2ccccc2)c2ccccc21	-2	i	3	-2	-3
16	COc1ccccc1C(=O)Nc1ncc2c(n1)CC(c1ccco1)CC2=O (centres undefined)	1	i	7	10	0

entry	MsrA inh	FAS-TE inh	MT1-MMP act inh	bovine MsrA act
9	1.1	-6	0	-6
10	1.8	2	-1	1
11	-1.1	-6	2	-1
12	-0.8	-5	-1	-3
13	1.4	-5	-1	-3
14	0.7	20	-5	-12
15	1.2	-8	0	-2
16	-0.5	0	-1	-3

# Compound profiles (already shown). Screens in order: eLon inh	Rpn11 block	PABP1 MLLE inh	CSN deneddyl inh	Rin1-Abl PPI inh	MsrA inh	FAS-TE inh	MT1-MMP act inh	bovine MsrA act
# Cn1c(O)c(N=NC(=O)CNC(=O)c2ccccc2)c2ccccc21 as listed: -2	i	3	-2	-3	1.2	-8	0	-2
# COc1ccccc1C(=O)Nc1ncc2c(n1)CC(c1ccco1)CC2=O (centres undefined) as listed: 1	i	7	10	0	-0.5	0	-1	-3
# CCOC(=O)c1nnc(-c2ccc(C)cc2)nc1Sc1ccccc1Cl as listed: 3	i	25	4	-3	0.7	20	-5	-12
# O=C(NCc1ccco1)c1scc2c1OCCO2 as listed: -9	i	17	1	-1	-0.8	-5	-1	-3
# CC(C)(C)OC(=O)N1CCN(C(=O)OCC2c3ccccc3-c3ccccc32)CC1C(=O)O (centres undefined) as listed: 7	i	-10	2	0	-1.1	-6	2	-1

# New compounds follow
entry	Compound	eLon inh	Rpn11 block	PABP1 MLLE inh	CSN deneddyl inh	Rin1-Abl PPI inh
17	O=C(/C=N/NC(=O)c1ccccc1Br)c1ccccc1	-4	i	-15	0	0
18	O=C(O)COCC(=O)NCc1nc(-c2ccc(C(F)(F)F)cc2)no1	-2	i	4	-5	1
19	CCN(CC)c1ccc(S(=O)(=O)N2CCOCC2)cc1NC(=O)CSc1nnc(N)s1	-6	i	0	7	-1
20	CCN(CC)CCNC(=O)Cn1nc(Cc2ccccc2)c2ccccc2c1=O	-3	i	-6	-2	0
21	COc1ccc(S(=O)(=O)NC(=O)C2(C)CCN2C(=O)c2cccc(F)c2)cc1 (centres undefined)	-8	i	-112	-6	0
22	Cc1[nH]nc(-c2ccc(O)cc2O)c1-c1ccc(Cl)cc1	-10	i	-4	-5	-4
23	COC(=O)Nc1ccc(S(=O)(=O)N2CCCC(C(=O)NC3CCS(=O)(=O)C3)C2)cc1 (centres undefined)	3	i	-6	-3	3
24	O=C(O)c1ccc[nH]c1=S	-2	i	24	-1	-2

entry	MsrA inh	FAS-TE inh	MT1-MMP act inh	bovine MsrA act
17	0.3	1	0	-10
18	2.7	-4	1	-2
19	-0.8	-3	5	-8
20	0.4	-10	3	-3
21	0.2	-7	5	-2
22	-0.1	-48	0	-11
23	0.8	-11	7	-1
24	0.8	-3	2	2

# Next entries follow:
entry	Compound	eLon inh	Rpn11 block	PABP1 MLLE inh	CSN deneddyl inh	Rin1-Abl PPI inh
25	C/C(=N/NC(=O)c1nnn(-c2nonc2N)c1COc1ccccc1)c1ccccc1	3	i	-26	-1	0
26	COc1ccc(CCNC(=O)CSc2nnc3ccc(-c4cccnc4)nn23)cc1	-1	i	4	2	0
27	CSc1nc2ccc(NC(=O)C3=NN(c4ccccc4)C(=O)CC3)cc2s1	-6	i	1	2	2
28	CCN(CC)c1ccc(NC(=O)c2ccc3c(c2)OCO3)c(C)c1	-21	i	-11	3	1
29	CN(C(=O)CC1C(=O)NCCN1Cc1cccc(C(F)(F)F)c1)C1CCOCC1 (centres undefined)	1	i	18	0	-3
30	O=C(CSC(=S)N1CCOCC1)Nc1ncc2c(n1)CC(c1ccco1)CC2=O (centres undefined)	4	i	-16	0	1
31	O=C(COC(=O)CCSc1ccccc1)Nc1cc(F)ccc1F	3	i	37	8	0
32	CCC1C(=O)N(c2nc(C)cc(C)n2)N=C1C (centres undefined)	-2	i	-6	3	2

entry	MsrA inh	FAS-TE inh	MT1-MMP act inh	bovine MsrA act
25	-0.5	-2	3	-2
26	-1.2	-2	2	-4
27	1.3	11	-1	-8
28	0.4	-1	-2	-3
29	1.7	-5	-4	-2
30	0.4	5	-1	-1
31	0.1	-3	4	-5
32	-0.3	-7	2	-3

# (next part)
entry	Compound	eLon inh	Rpn11 block	PABP1 MLLE inh	CSN deneddyl inh	Rin1-Abl PPI inh
33	CNC(=O)c1cc(Nc2nnc(-c3ccc(C)c(S(N)(=O)=O)c3)c3ccccc23)ccc1OC	0	i	-17	-5	-2
34	Cc1nnc(N2CCOCC2)c2nn(-c3cccc(Cl)c3)c(C)c12	-24	.	-84	11	-2
35	O=C1CS/C(=N/N=C/c2ccncc2)N1	-5	i	-2	-2	-4
36	CC(C)Cn1cnc2c(SCc3ccccc3Cl)nc(N)nc21	4	i	3	1	1
37	COc1ccccc1CN1CCN(C(=O)c2cccc3ccccc23)CC1	-9	i	-10	-3	-1
38	O=C(NCCc1ccc([N+](=O)[O-])cc1)c1ccccc1	-2	i	9	-3	-3
39	CCOC(=O)COc1ccc2c(C#N)c3ccccn3c2c1	-1	i	43*	-13	0
40	CCCN(CCC)CCN1C(=O)C2C(C(=O)Nc3cccc(SC)c3)C3C=CC2(O3)C1C(=O)NC1CCCCC1 (centres undefined)	2	i	-6	-3	3

entry	MsrA inh	FAS-TE inh	MT1-MMP act inh	bovine MsrA act
33	1.5	0	-2	-1
34	1.1	-30	-26	-8
35	2.2	-5	0	-8
36	-0.3	8	2	-2
37	-0.8	-2	-6	-3
38	-0.4	2	2	-1
39	-0.1	9	-3	-5
40	-1.1	-5	6	0

# The list continues:
entry	Compound	eLon inh	Rpn11 block	PABP1 MLLE inh	CSN deneddyl inh	Rin1-Abl PPI inh
41	O=C(O)c1c[nH]c2ccc(S(=O)(=O)N3CCOCC3)cc12	-8	i	2	1	-1
42	CC(=O)N1c2ccc(S(=O)(=O)N3CCC(C(=O)Nc4ccccn4)CC3)cc2CC1C (centres undefined)	1	i	5	-2	1
43	Cc1sc2nc(C(C)C)oc(=O)c2c1C	8	i	17	6	2
44	COc1ccc(CNS(=O)(=O)c2ccc(N3CCCC3)cc2Br)cc1	2	i	-12	-5	-4
45	O=Cc1ccc(N2N=C(c3ccccc3)CC2c2ccccc2)cc1 (centres undefined)	-8	i	-2	3	-2
46	Cc1ncoc1C(=O)N1CCCC(C(=O)Nc2cccc(-c3ccc(F)cc3)c2)C1 (centres undefined)	2	i	0	-5	-1
47	O=[N+]([O-])c1ccc(OCc2n[nH]c(=S)n2-c2ccccc2)cc1	-12	i	-17	-1	2
48	O=C(NN1CCOCC1)c1c(-c2ccccc2)sc2ccccc12	9	i	-6	6	3

entry	MsrA inh	FAS-TE inh	MT1-MMP act inh	bovine MsrA act
41	1.3	-3	4	2
42	0.8	-1	0	-3
43	0.5	-2	-4	0
44	-0.1	17	1	-3
45	1.6	21	-2	-4
46	0.5	0	-1	-1
47	1.5	-2	-3	1
48	-0.9	-10	2	-6
